Screens: PubChem, National Center for Advancing Translational Sciences (NCATS)
TDP-43 yeast inh: inhibitors of TDP-43 toxicity in yeast; TDP-43 expressing yeast growth rescue, BacTiter-Glo, 24 h; Potency, µM (series often up to 46.1 µM), without a hit: at the highest dose growth rescue (activation), actives largely listed as activators; 410,000 tested, 1.8% active; AID 652104; further: potency means the concentration at half of the fitted maximal effect; % of control where 0% means no effect; nearly all actives have a fitted effect of over 50% in size
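Yeast expressing TDP-43 (pregrown in raffinose, seeded at OD600=0.02 in galactose medium) exposed to compounds 24 hr at 30 deg C. Growth read by BacTiter-Glo luminescence; rescue of toxicity appears as increased signal.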
KB-V1 MDR tox: KB-V1 MDR subline cytotoxicity. KB-V1 MDR cells viability, CellTiter-Glo, 72 h. Potency, µM (series often up to 46.1 µM), without a hit: at the top dose activity change, negative = cytotoxicity, actives largely listed as cytotoxic. 400,000 tested, 3.4% active. AID 1347076; further: potency means the concentration at half of the fitted maximal effect; on the % scale 0 is the no-effect control and ±100 the full control effect; nearly all actives have a fitted effect of over 60% in size
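Drug-selected KB-V1 cells, grown in DMEM lacking phenol red with 10% FBS, receive compound titrations; after three days at 37 degrees C, surviving cell ATP is quantified by CellTiter-Glo luminescence and responses normalized and curve-fitted.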
HEK293 tox: cytotoxic in the GLP-1 receptor inverse agonist counter-screen. Potency, µM (top dose mostly 38.3 µM), for inactives: at the top dose activity change, negative = inhibition, actives largely listed as inhibitors. HEK293 cAMP-luciferase reporter cells, luminescence, 24 h. 410,000 tested, 0.13% active;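 further: loss of luciferase light is scored as toxicity; potency means the concentration at half of the fitted maximal effect; on the % scale 0 is the no-effect control and ±100 the full control effect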
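To flag toxic compounds, the library was rerun on cells for 24 hr at 37 deg C and 5% CO2. Viability-linked luminescence was captured 12 min after adding luciferase detection reagent.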
PTHR1 agonist: PTHR1 (human) receptor agonism; HEK293 GP2 PTHR1 cells, GloSensor cAMP luminescence, 1 h; Potency, µM (doses to about 115 µM), without a hit: at the top dose activation, most hits filed as activators; 410,000 tested, 0.075% active; AID 743266; further: potency means the concentration at half of the fitted maximal effect; nearly all actives have a fitted effect of over 55% in size; some results filed as inactive show a strong effect at the top dose; inactives centre near -15; many of its hits are not listed in these tables
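HEK-293-derived GP2 cells expressing PTHR1 and a GloSensor cAMP reporter, 3,000/well, plated overnight, given luciferin plus IBMX (each 0.5 mM as added) for 1 h at 37 °C, then compound for 1 h at 37 °C. Luminescence was read after 15 min at room temperature.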
D3 ag: activates the human D3 dopamine receptor; D3R DiscoveRx beta-arrestin cells, luminescence, 90 min; max activation, %; 410,000 tested, 0.58% active; AID 652048; in the data active means max activation above about 30%; further: 0% is about no effect; mostly tested at two doses, the higher about 12 µM
Target sequence (P35462 whole entry, looked up): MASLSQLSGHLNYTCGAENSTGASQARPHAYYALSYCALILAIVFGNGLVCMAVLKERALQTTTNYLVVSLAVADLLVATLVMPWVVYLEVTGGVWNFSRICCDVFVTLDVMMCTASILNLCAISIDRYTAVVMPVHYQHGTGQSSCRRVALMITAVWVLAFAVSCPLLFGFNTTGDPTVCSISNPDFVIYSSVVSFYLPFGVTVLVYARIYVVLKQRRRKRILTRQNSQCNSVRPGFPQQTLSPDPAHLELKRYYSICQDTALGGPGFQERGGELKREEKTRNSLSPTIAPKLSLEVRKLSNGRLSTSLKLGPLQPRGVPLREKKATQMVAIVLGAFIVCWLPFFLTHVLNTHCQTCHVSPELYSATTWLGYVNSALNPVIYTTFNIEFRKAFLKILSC
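Agonist-mode cell screen: cells plated at 1500/well and incubated overnight at 37 °C, then exposed to library compounds for 90 min at 37 °C. Detection reagent was added for 30–60 min at room temperature, and luminescence was read.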
D3 antag: D3 dopamine receptor (human) antagonism; P35462; D3R cells, DiscoveRx beta-arrestin luminescence, antagonist mode; hits give low values; max response, negative = inhibition, %; 360,000 tested, 2.5% active; AID 652054; in the data active means max response below about -50%; inconclusive means no clear call, values can overlap the other calls; further: on the % scale 0 is the no-effect control and ±100 the full control effect; mostly tested at two doses, the higher about 12 µM
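Cells expressing the human receptor were seeded at 1500 cells/well, incubated overnight at 37 degrees C in 5% CO2, then exposed to library compounds with dopamine controls for 90 minutes at 37 degrees C before luminescent detection.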
GLP1R inv ag: acts as inverse agonist at human GLP-1 receptor | 410,000 tested, 1.6% active | HEK293 GLP-1R CRE-luciferase, luminescence, 24 h; GLP-1R form is constitutively active | AID 624417 | Potency, µM (titrated, usually from 38.3 µM), without a hit: at the highest dose activity change, negative = inhibition, most hits filed as inhibitors; further: potency means the concentration at half of the fitted maximal effect; on the % scale 0 is the no-effect control and ±100 the full control effect; nearly all actives have a fitted effect of over 55% in size
Target sequence (P43220 whole entry, looked up): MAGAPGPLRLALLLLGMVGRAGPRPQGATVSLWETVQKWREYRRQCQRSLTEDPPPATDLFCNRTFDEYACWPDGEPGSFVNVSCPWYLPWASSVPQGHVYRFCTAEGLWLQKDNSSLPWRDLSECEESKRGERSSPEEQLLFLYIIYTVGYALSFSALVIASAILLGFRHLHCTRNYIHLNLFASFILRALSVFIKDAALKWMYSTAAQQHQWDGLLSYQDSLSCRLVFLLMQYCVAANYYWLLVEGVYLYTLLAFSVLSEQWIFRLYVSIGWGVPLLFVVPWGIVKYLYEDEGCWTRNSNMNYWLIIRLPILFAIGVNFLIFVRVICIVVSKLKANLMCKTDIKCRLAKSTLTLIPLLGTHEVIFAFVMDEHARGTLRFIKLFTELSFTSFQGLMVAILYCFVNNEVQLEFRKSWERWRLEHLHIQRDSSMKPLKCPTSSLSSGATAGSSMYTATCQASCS
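Stable HEK293 clone (constitutively active GLP-1R + cAMP-response luciferase); 200 cells/uL plated, 12 h pre-culture, compound 24 hr, 37 deg C/5% CO2; detection reagent 12 min RT; luminescence.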
GLP1R ag: agonists of human GLP-1 receptor; HEK293 GLP-1R CRE-luciferase, luminescence, 4-6 h; cells express a hypersensitive GLP-1R form; Potency, µM (top dose mostly 45.6 µM), inactives show top-dose activation, usual class: activators; 380,000 tested, 0.007% active; AID 624172; further: potency means the concentration at half of the fitted maximal effect; % of control where 0% means no effect
aSyn yeast inh: inhibitors of alpha-synuclein toxicity in yeast; Yeast expressing alpha-synuclein, growth rescue, BacTiter-Glo, 24 h; Potency, µM (series often up to 46.1 µM), for the others: at the highest dose growth rescue (activation), actives largely listed as activators; 370,000 tested, 0.14% active; AID 652106; further: potency means the concentration at half of the fitted maximal effect; % of control where 0% means no effect; nearly all actives have a fitted effect of over 65% in size
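Galactose-induced alpha-syn yeast (OD600=0.02, raffinose-pregrown) + pinned cpd, 24 hr, 30 deg C; growth by BacTiter-Glo luminescence. Growth restoration scores as activation.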
The depositor's hits bear a star; i = inactive; ? = inconclusive; · = no result given; [ ] = another dose, or the depositor's remark. Unless noted, the call rests on the fitted dose curve; in most records, active means well fitted curve in the direction sought with a large enough effect; inconclusive means small, poorly fitted or top-dose-only effect, or another doubt; inactive means no such curve, though single readings can be large; an effect the other way counts as inactive or inconclusive.

Start of the listing, in advance, 13 compounds:
SMILES	TDP-43 yeast inh	KB-V1 MDR tox	HEK293 tox	PTHR1 agonist	D3 ag	D3 antag	GLP1R inv ag	GLP1R ag	aSyn yeast inh
COc1ccccc1NC(=S)N(CCN(C)C)C(C)c1ccncc1 (stereo not given)	8%	?	8%	i	-13	-4	10%	-1%	-2%
CC(C)C[C@H]1CN([C@@H](CC(C)C)CN2CCC[C@H]2CN2C(=O)C(=O)NC[C@@H]2Cc2ccc(O)cc2)C(=O)C(=O)N1CC1CCCCC1	13%	?	-13%	-18%	-6	-16	16%	8%	-16%
CCc1nnc(NC(=O)CN2CCN(Cc3ccccc3C)CC2)s1	7%	1%	4%	i	-17	-15	-6%	-11%	-7%
CC(=O)Nc1ccc(S(=O)(=O)N2CCN(c3ccc([N+](=O)[O-])cc3)CC2)cc1	-11%	-19%	0%	-40%[inhibitor]	4	-3	16%	6%	-6%
CCOC(=O)C1=C(COC(=O)/C=C/c2ccc([N+](=O)[O-])cc2)NC(=O)NC1C (stereo not given)	14%	-5%	-2%	-59%[inhibitor]	1	-20	2%	8%	-8%
c1ccc(SCc2nc3ccccc3[nH]2)cc1	-9%	-1%	5%	-11%[57.5 µM]	29	-20	0%	5%	-12%
Cc1ccc(C)c(NC(=O)CSc2cn(CC(=O)N3CCCC3)c3ccccc23)c1	5%	·	-7%	1%	-13	·	?	·	·
CNC(=O)COC(=O)c1cc(SC)ccc1Cl	?	-4%	-5%[7.66 µM]	-11%	1	-3	22%[7.66 µM]	-4%	0%
COc1ccc(C(=O)OCC(=O)NC(C)CCc2ccccc2)cc1 (stereo not given)	0%	9%	6%	-1%	13	15	-17%	7%	9%
COc1ccc(NS(=O)(=O)c2cc(C)ccc2NC(=O)c2cc(C)oc2C)cc1	7%	0.26µM*	-40%	-26%[57.5 µM]	-4	-1	?	8%	4%
COc1ccccc1C=C(C(=O)c1ccccc1)c1ccccc1	4%	-29%	-1%	i	2	0	?	7%	-8%
COc1ccc(CCC(=O)N2CCCC(Nc3ccc(C)c(C)c3)C2)cc1OC (stereo not given)	10%	1%	-15%	-11%	1	14	?	3%	1%
O=C(COn1nnc2ccc(S(=O)(=O)N3CCOCC3)cc21)Nc1c(F)c(F)c(F)c(F)c1F	17%	2%	5%	-29%	3	16	?	0%	0%

Results, previewed entries included:
SMILES	TDP-43 yeast inh	KB-V1 MDR tox	HEK293 tox	PTHR1 agonist	D3 ag	D3 antag	GLP1R inv ag	GLP1R ag	aSyn yeast inh
COc1ccccc1NC(=S)N(CCN(C)C)C(C)c1ccncc1 (stereo not given)	8%	?	8%	i	-13	-4	10%	-1%	-2%
CC(C)C[C@H]1CN([C@@H](CC(C)C)CN2CCC[C@H]2CN2C(=O)C(=O)NC[C@@H]2Cc2ccc(O)cc2)C(=O)C(=O)N1CC1CCCCC1	13%	?	-13%	-18%	-6	-16	16%	8%	-16%
CCc1nnc(NC(=O)CN2CCN(Cc3ccccc3C)CC2)s1	7%	1%	4%	i	-17	-15	-6%	-11%	-7%
CC(=O)Nc1ccc(S(=O)(=O)N2CCN(c3ccc([N+](=O)[O-])cc3)CC2)cc1	-11%	-19%	0%	-40%[inhibitor]	4	-3	16%	6%	-6%
CCOC(=O)C1=C(COC(=O)/C=C/c2ccc([N+](=O)[O-])cc2)NC(=O)NC1C (stereo not given)	14%	-5%	-2%	-59%[inhibitor]	1	-20	2%	8%	-8%
c1ccc(SCc2nc3ccccc3[nH]2)cc1	-9%	-1%	5%	-11%[57.5 µM]	29	-20	0%	5%	-12%
Cc1ccc(C)c(NC(=O)CSc2cn(CC(=O)N3CCCC3)c3ccccc23)c1	5%	·	-7%	1%	-13	·	?	·	·
CNC(=O)COC(=O)c1cc(SC)ccc1Cl	?	-4%	-5%[7.66 µM]	-11%	1	-3	22%[7.66 µM]	-4%	0%
COc1ccc(C(=O)OCC(=O)NC(C)CCc2ccccc2)cc1 (stereo not given)	0%	9%	6%	-1%	13	15	-17%	7%	9%
COc1ccc(NS(=O)(=O)c2cc(C)ccc2NC(=O)c2cc(C)oc2C)cc1	7%	0.26µM*	-40%	-26%[57.5 µM]	-4	-1	?	8%	4%
COc1ccccc1C=C(C(=O)c1ccccc1)c1ccccc1	4%	-29%	-1%	i	2	0	?	7%	-8%
COc1ccc(CCC(=O)N2CCCC(Nc3ccc(C)c(C)c3)C2)cc1OC (stereo not given)	10%	1%	-15%	-11%	1	14	?	3%	1%
O=C(COn1nnc2ccc(S(=O)(=O)N3CCOCC3)cc21)Nc1c(F)c(F)c(F)c(F)c1F	17%	2%	5%	-29%	3	16	?	0%	0%
CCS(=O)(=O)Nc1ccc(C2=NN(C(=O)c3ccco3)C(c3ccc(C)cc3)C2)cc1 (stereo not given)	-11%	-9%	-29%	-12%[57.5 µM]	-4	-10	?	2%	-3%
CN=c1scc(-c2ccco2)n1/N=C/c1ccc(O)c(O)c1	28µM*	-28%	?	-26%	51*	-10	237%[activator]	6%	13%
Cc1cccn2cc(-c3cccc(NC(=O)C(C)C)c3)nc12	18%	-5%	0%	i	-7	·	-3%	·	·
O=C(CCCc1ccccc1)Nc1ccccn1	0%	2%	-1%	i	-1	-15	20%	16%	-1%
COc1ccc(-c2csc3nc(-c4cccnc4)nc(Cl)c23)cc1OC	4%[9.22 µM]	2%	-13%	-30%[inhibitor]	21	31	?	32%	-8%
Cc1ccc(S(=O)(=O)NC2CC3CCC2C3)cc1 (stereo not given)	?	?	-9%	i	-3	3	?	9%	0%
Cc1ccc(C)c(N2CCN(C(=O)Cn3nc(Cc4cccnc4)c4ccccc4c3=O)CC2)c1	-12%	·	-7%	-86%[inhibitor]	-5	·	-18%	·	·
Cc1cc(C)c2c(-n3cccc3)c(C(=O)NCCc3ccccc3)sc2n1	19%	·	9%	-12%	16	·	7%	·	·
Cc1nn(-c2ccccc2)c(C)c1N	-14%[0.397 µM]	0%	3%	-2%	12	7	24%	18%	-2%
Cc1ccc(-c2ccccc2NC(=O)CCl)o1	3%	-8%	-11%	i	-6	0	14%	-4%	6%
O=C1OC(/C(=C\Nc2cc(Cl)ccc2O)[N+](=O)[O-])c2ccccc21 (stereo not given)	?	-4%	-18%	-12%	-3	-8	?	-1%	?
Cn1ncc2c(Nc3cccc4ccccc34)ncnc21	18%	-15%	-4%	i	-8	-15	0%	18%	-3%
COc1ccc2cc(C3CC(c4cccs4)=NN3C(C)=O)c(Cl)nc2c1 (stereo not given)	-21%	0%	-6%	i	-4	4	-3%	1%	-3%
COc1cccc(NC(=O)Nn2cnnc2)c1	-3%	0%	1%	i	-8	3	8%	-5%	1%
C=CCNC(=S)NNC(=O)c1cccn(Cc2ccc(Cl)cc2Cl)c1=O	18%	23µM*	-3%	-8%[57.5 µM]	-12	-73*	9%	-6%	0%
CC(C)(C)C(=O)COC(=O)c1ccc2c(c1)C(=O)N(Cc1ccco1)C2=O	-10%	27%	-8%	-28%	2	21	-2%	6%	-1%
COc1ccc(NC(=O)c2cc(S(=O)(=O)N3CCCC3)cn2C)cc1Cl	0%	?	-4%	-7%	5	18	12%	-6%	-5%
Cc1cccc(CCNc2ncnc3onc(-c4ccc(Cl)cc4)c23)c1	35µM*	21µM*	1%	-32%[inhibitor]	8	·	-3%	1%	·
COc1ccc(NC(=O)CN(C)C(=O)/C=C/c2cn(Cc3ccccc3)nc2-c2cccnc2)cc1	0%	-21%	-22%	-6%	-17	8	-11%	3%	-3%
O=C(Nc1ccc2c(c1)OCO2)c1ccc2sc([C@H]3C[C@H](O)[C@@H](CO)O3)nc2c1	6%	10%	-8%	-30%[inhibitor]	6	7	-17%	0%	-3%
C[C@@H]1CN([C@@H](C)CO)C(=O)c2cc(Br)cnc2O[C@H]1CN(C)S(=O)(=O)c1cccs1	0%	-3%	-6%	i	2	13	23%	0%	1%
O=C(CSc1nccc(=O)[nH]1)NCc1ccco1	5%	19%	-30%	i	1	14	14%	-1%	-1%
COc1ccc(-c2cc(C(=O)N3CCCC(C(F)(F)F)C3)c3ccccc3n2)cc1 (stereo not given)	?	15%	-38%	-11%	5	3	?	31%	0%[1.84 µM]
CC1CCCN(C(=O)c2nn(C)c3c2CSc2ccccc2-3)C1 (stereo not given)	18%	0%	3%	-16%	0	-9	-9%	6%	14%
CCOc1ccccc1NC(=O)C1CCCN(C(=O)Nc2ccccc2)C1 (stereo not given)	20%	-20%	4%	i	-4	15	0%	0%	-2%
CCOC(=O)N1CCN(CC(=O)N2CCC(C(N)=O)CC2)CC1	-20%	-9%	2%	i	-8	-5	2%	0%	-5%
COCCN(Cc1ccccc1)C(=O)c1cc(-c2ccc(OC)c(OC)c2)nc2ccccc12	9%	?	?	-24%	4	48	11%	?	0%
CC(=O)Nc1ccc(NC(=O)C2CCC(N3C(=O)C4C5C=CC(C6CC56)C4C3=O)CC2)cc1 (stereo not given)	9%	0%	-1%	i	1	1	20%	6%	-1%
Cc1cc(C)n(-c2ccc(C(=O)Nc3ccc4c(c3)OCCO4)cc2)n1	22%	1%	-29%	-30%[inhibitor][57.5 µM]	7	-19	?	0%	-17%

Some of the compounds tested; count on the stated rates, not on these rows.
